phage Ecoli inh = E. coli growth loss with phage present; growth absorbance; inhibition, % at 11.9 µM; actives 0.26% (n = 360,000); in the data active = inhibition above about 11%
Starred values were filed as active, the others as inactive. Only part of the results is shown. The share of hits here may be higher or lower than overall.

phage Ecoli inh	smiles
3.5	COCc1cccc(-c2csc(C(N)c3ccc(F)c(F)c3)n2)c1 (stereo not drawn)
2.7	CCCCn1nnnc1C1(C)CCC(=O)N1CC1CCCCC1 (stereo not drawn)
2.8	C=CCN1CC(COCc2ccccc2)OCCS1(=O)=O (stereo not drawn)
2.6	O=C(O)C(=Cc1ccc([N+](=O)[O-])cc1)c1ccccc1
2.5	CC(C)[C@H](NC(=O)c1ccccc1)C(=O)N1CCC[C@H]1C(=O)NCc1ccccc1
3.0	COc1ccc(NC(=O)c2cc(C3CCCCN3C(=O)Cc3ccc(N(C)C)cc3)on2)c(C)c1 (stereo not drawn)
2.8	Cc1ccc2nc(-c3ccc(Cl)cc3)c(Cc3ccsc3)n2c1
0.3	CC1(C(=O)N2Cc3ccccc3C2)CCN1C(=O)Cc1ccccc1 (stereo not drawn)
2.2	CC(C)NC(=O)C1(C)CCCCCN1C(=O)c1ccc(-c2ccccc2)cc1 (stereo not drawn)
5.2	CNc1nc(NCc2cccc(OC)c2)c2sccc2n1
4.4	Nc1[nH]c(C(=O)c2ccccc2)c(-c2ccc(Br)cc2)c1C(=O)c1ccc(Br)cc1
3.0	Cc1ccccc1-c1nc(NCCN(C)C)nc2ccsc12
-0.5	CCCNC(=O)C1(C)CCN1C(=O)C/C=C/c1ccccc1 (stereo not drawn)
1.6	CCc1c(-c2ccc(Cl)cc2)ncn1CCc1ccccc1OC
-0.6	CCOC(=O)C1(C)CCCN1C(=O)c1cccc(OC)c1 (stereo not drawn)

phage Ecoli inh	smiles
5.3	CC(=O)Nc1ccc(C(=O)N2CCCC(c3cc(C(=O)NCc4ccc(F)cc4)no3)C2)cc1 (stereo not drawn)
3.5	O=C(NCc1ccccc1)C(c1ccccc1F)n1c(=O)c(-c2ccco2)nc2ccccc21 (stereo not drawn)
-1.0	CCCCc1c(-c2ccccc2OC)ncn1Cc1cccc(-c2ccccc2)c1
3.7	CN(Cc1ccco1)C(=O)[C@H](Cc1ccccc1)NC(=O)CC[C@H]1O[C@@H](n2ccc(=O)[nH]c2=O)[C@H](O)[C@@H]1O
-3.3	CNC(=O)C1(C)CCN1C(=O)Cc1ccc(C(C)C)cc1 (stereo not drawn)
0.2	COc1ccc(C#Cc2cccc(-c3nc(C(=O)NCCCN4CCOCC4)cc4c3[C@H](CCO)N(S(=O)C(C)(C)C)C4)c2)cc1OC (stereo partly drawn)
0.7	O=C(C(=O)N(C1CCCCC1)C1CCCCC1)c1ccccc1
3.1	CCOC1=C2CN(S(=O)(=O)c3ccc(C)cc3)[C@H](c3ccccc3)C[C@@H]2N(S(=O)(=O)c2ccc(C)cc2)[C@H](c2cccc(C)c2)C1
3.8	COCCN(CCOC)Cc1cc(=O)oc2cc(C)cc(C)c12
0.9	O=C(OCc1ccccc1)N1CCN(C(c2ccnc3ccccc23)c2nnnn2-c2ccc3c(c2)OCCO3)CC1 (stereo not drawn)
-2.3	COCCN1C[C@@H](CO)O[C@@H](n2cnc3c(N(C)C(C)C)ncnc32)C1
4.0	CC1=C(C(=O)N(C(C)C)C(C)C)CC(CC(=O)NC2CCCCC2)C(=O)N1Cc1ccc(C(C)(C)C)cc1 (stereo not drawn)
1.6	CN1CCN(c2ccc(CNC(=O)c3ccc(-c4ccnn4C)c4ccoc34)cc2)CC1
0.8	COc1ccc(C(O)c2nc(-c3ccoc3)cs2)cc1 (stereo not drawn)
1.6	CCc1nc2c(OCCC3CCCCC3)cccn2c1N(C)C(=O)CC(C)C

In a second layout: results already given
O=C(O)C(=Cc1ccc([N+](=O)[O-])cc1)c1ccccc1
- phage Ecoli inh: 2.6
CC(C)[C@H](NC(=O)c1ccccc1)C(=O)N1CCC[C@H]1C(=O)NCc1ccccc1
- phage Ecoli inh: 2.5
COc1ccc(NC(=O)c2cc(C3CCCCN3C(=O)Cc3ccc(N(C)C)cc3)on2)c(C)c1 (stereo not drawn)
- phage Ecoli inh: 3.0
Cc1ccc2nc(-c3ccc(Cl)cc3)c(Cc3ccsc3)n2c1
- phage Ecoli inh: 2.8

The results go on:
phage Ecoli inh	smiles
6.5	CC(C)C[C@@H](CN1CCCC1CN1C(=S)NC[C@@H]1Cc1ccccc1)N1C[C@H](Cc2ccc(O)cc2)N(CCc2ccccc2)C1=S (stereo partly drawn)
-0.3	COc1ccc(CC(N)c2csc(Nc3cc(NCCCO)ncn3)n2)cc1 (stereo not drawn)
3.8	Cc1ccc(F)c(S(=O)(=O)NC(=O)C2(C)CCN2C(=O)Cc2ccc(C(C)(C)C)cc2)c1 (stereo not drawn)
1.9	CCCCCCCCN1C(=O)[C@H](CC(=O)NCCCOCCCC)C[C@@]2(C(=O)OC)CC(C)(C)CC=C12
-0.5	Clc1ccc(CN2CCN(c3ncc(Cc4ccccc4)cn3)CC2)cc1
0.7	CCCCc1c(-c2cccc(Cl)c2)ncn1CCc1ccccc1OC
-1.1	OC[C@@H]1CN(Cc2ccc(-c3ccccc3)cc2)C[C@H](n2cnc3c(NCc4ccc(F)cc4)ncnc32)O1
2.2	CN1CCCCC(NC(=O)c2cccc([N+](=O)[O-])c2)C1=O (stereo not drawn)
2.0	COCCNC(=O)C1(C)CCN(C(=O)c2nc(C)oc2C)C1 (stereo not drawn)
3.8	COc1cc(C(=O)C(=O)N2CCN(c3ccccc3)CC2)cc(OC)c1OC
4.0	CC(=O)Nc1ccc(NC2=C(Cl)C(=O)c3ccccc3C2=O)cc1
5.1	Cn1c(=O)c2ccccc2n(C)c1=O
-0.3	OC[C@@H]1CN(Cc2cccnc2)C[C@H](n2cnc3c(N4CCOCC4)ncnc32)O1
4.2	CNc1cncc(-c2ccccc2NC(C)=O)n1
0.7	CCOC(=O)C1=CCN(S(=O)(=O)c2ccccc2Cl)C1c1cccc(Br)c1 (stereo not drawn)

phage Ecoli inh	smiles
-0.3	CC1(C(=O)NS(=O)(=O)c2cccc(Cl)c2)CCN1C(=O)C1(c2ccc(Cl)cc2)CCC1 (stereo not drawn)
3.1	COc1cc(C(=O)N2CCCC(c3cc(C(=O)NCc4ccc(F)cc4)no3)C2)cc(OC)c1C (stereo not drawn)
3.8	COc1ccc(-c2cc(C(F)(F)F)nc(S(=O)(=O)CCCC(=O)Nc3cccc(O)c3)n2)cc1OC
2.3	COc1ccc(-c2coc3c(C(=O)NCC(C)C)cccc23)c(C)c1
2.5	COc1ccccc1-c1cccc(-c2nc(C(=O)Nc3nccs3)cc3c2[C@@H](CCO)N(C(=O)CC2CC2)C3)c1
3.5	COC(=O)C1=C(C)N(Cc2ccccc2C(F)(F)F)C(=NCc2ccccc2C(F)(F)F)NC1c1ccc(C(F)(F)F)cc1 (stereo not drawn)
0.3	CCc1nc2ccc(C(=O)N3CCN(c4ccccc4)CC3)cn2c1N(C)CCC(C)C
2.7	CCCCCNC(=O)C(C1CC1)n1c(=O)c(-c2cc3ccccc3[nH]2)nc2ccccc21 (stereo not drawn)
0.5	CC(=O)Nc1cccc(-c2cc(NC(C)=O)c3ncc(-c4ccccc4)n3c2)c1
3.6	COc1ccccc1CCNC(=O)c1c(N)[nH]c(C(=O)c2ccccc2)c1-c1ccc(Br)cc1
1.1	COC(=O)c1ccc(COc2cccn3c(N(C)C(=O)CCC4CCCC4)c(C)nc23)cc1
5.8	Cn1nc(C(C)(C)C)cc1NC(=O)C1(C)CCN1C(=O)C1(c2ccccc2)CC1 (stereo not drawn)
0.9	CC1(C(=O)NS(=O)(=O)c2cccc(OC(F)F)c2)CCN1C(=O)c1ccccc1 (stereo not drawn)
1.6	O=C(Nc1cccc2cccnc12)c1ccc2sc([C@@H]3O[C@H](CO)[C@H](O)[C@H](O)[C@H]3O)nc2c1
2.4	Clc1cccc(Cc2c(-c3ccccc3)nc3ccc(Br)cn23)c1

phage Ecoli inh	smiles
1.4	Cc1ccccc1-c1ccc2c(c1)[C@@H]1C[C@H](N(C)C(=O)c3ccco3)[C@H]([C@H](C)O)CN1CC2
-0.7	COCCCNC(=O)C[C@@H]1C[C@@]2(C(=O)OC)CCCCC=C2N(CCc2ccc(OC)c(OC)c2)C1=O
1.7	COCc1cc(N2CCN(C(=O)OC(C)(C)C)C[C@@H]2C)ccc1N1CC[C@H](O)C1
1.9	COc1ccc(Cl)cc1-c1cc(C(=O)NC2CCCCC2)[nH]n1
2.0	CCOC(=O)[C@]12CCC=C1N(Cc1ccccc1)C(=O)[C@H](CC(=O)NCc1cccc(C(F)(F)F)c1)C2
2.4	Cc1ccc(S(=O)(=O)N2CC(CO)=CCC2c2ccccc2)cc1 (stereo not drawn)
2.7	Cc1cn(C2CC(O)C(O)C(CO)O2)c(=O)[nH]c1=O (stereo not drawn)
3.7	Cc1cccc(S(=O)(=O)NC(=O)C2(C)CCN2C(=O)c2cccc(F)c2)c1 (stereo not drawn)
4.0	COc1cc(C(O)c2nc(-c3ccccc3C)cs2)ccc1F (stereo not drawn)
2.3	CC(=O)O[C@H]1C=C[C@@H](NC(=O)OC(C)(C)C)C1
2.0	COc1ccc(CNC(=O)c2sc(=O)n(Cc3cc(Cl)ccc3OC)c2C)cc1
3.2	Nc1sc(-c2ccccc2)cc1C(=O)N1CCNCC1
-0.4	CC(C)n1c(=O)c2ccccc2n1Cc1cn(C2CCCC2)nn1
-0.4	O=C(c1ccc(C(F)(F)F)cc1)N1CCC(=O)N([C@H](COCc2ccc(Cl)cc2)Cc2ccccc2)CC1
1.9	COC(=O)[C@]12C[C@H](CC(=O)N3CCC(c4ccccc4)CC3)C(=O)N(Cc3ccccc3)C1=C[C@H](C1CCCC1)O[C@@H]2C

phage Ecoli inh	smiles
2.4	COCCNC(=O)C1CCCN(C(=O)Cc2ccc(F)cc2)CC1 (stereo not drawn)
0.6	Cc1cc(C)cc([C@H]2C[C@]34CN(C(=O)OC(C)(C)C)S(=O)(=O)[C@H]3C[C@H]2O4)c1
1.3	Cc1cccc(C)c1NC(=O)C(c1ccccc1)n1c(=O)c(-c2cc3ccccc3[nH]2)nc2ccccc21 (stereo not drawn)
1.9	Cc1noc(C)c1S(=O)(=O)Nc1ccc2c(c1)C(=O)N([C@H](C)CO)C[C@H](C)[C@H](CN(C)S(=O)(=O)c1ccc(Cl)cc1)OCCCC[C@@H](C)O2
0.8	O=C(NCCN1CCNC1=O)c1ccc2sc([C@@H]3O[C@H](CO)[C@H](O)[C@H](O)[C@H]3O)nc2c1
1.7	COc1ccc(Cc2c(-c3ccc(F)cc3)nc3c(C)cc(Br)cn23)c(C)c1
2.8	Cc1ccc(NC(=O)C2(C)CCN2C2Cc3ccccc3C2)cc1 (stereo not drawn)
1.6	CCCC(=O)N1CCC1(C)C(=O)NS(=O)(=O)c1ccccc1 (stereo not drawn)
1.4	CC(C)C[C@@H](COCc1ccc(C(F)(F)F)cc1)N1CCN(C(=O)c2ccc(C(F)(F)F)cc2)CCC1=O
2.4	CC(C)COC(=O)N1CCCCC1c1cc(C(=O)Nc2ccc3c(c2)OCO3)no1 (stereo not drawn)
0.8	CCCCN1CCCCC1(C)C(=O)NCc1cccs1 (stereo not drawn)
3.3	CN(C)c1cccc(CNC(=O)c2ccc3sc([C@H]4C[C@H](O)[C@@H](CO)O4)nc3c2)c1
3.1	COc1ccc(NC(=O)C2(C)CCCN(C(C)C)C2)cc1F (stereo not drawn)
1.8	O=C(Nc1ccc2c(c1)OCCO2)C1c2ccccc2OCC(=O)N1C1CC1 (stereo not drawn)
1.1	CNc1ncnc2c1ncn2[C@H]1CN(Cc2cccc3ccccc23)C[C@@H](CO)O1

phage Ecoli inh	smiles
1.9	Cc1ccc2nc(C3CCCCC3)c(Cc3cccc(Cl)c3)n2c1
1.4	Cc1cccc(CNC(=O)Nc2nnc([C@@H]3C[C@H](O)[C@@H](CO)O3)s2)c1
1.1	COCCNC(=O)C1(C)CCN(C(=O)c2ccc3ccccc3n2)C1 (stereo not drawn)
2.3	Cc1cc(Cl)ccc1C(O)c1ncc(-c2cccc(C(F)(F)F)c2)[nH]1 (stereo not drawn)
4.3	COc1cccc(-c2cnc(C(O)c3c(C)cc(C)cc3C)[nH]2)c1 (stereo not drawn)
2.4	CC(=O)C[C@@H]1OC[C@H](C(C)C)N1S(=O)(=O)c1ccc(C)cc1
5.8	CC(C)[C@H](NC(=O)N1CCOCC1)C(=O)N1CCC[C@H]1C(=O)NCc1ccccc1
0.2	CC1=C(C(=O)N2CCOCC2)CC(CC(=O)NCCCN(C)C)C(=O)N1CCCN1CCCC1=O (stereo not drawn)
0.9	CCCCC[C@@H]1[C@H]2[C@H]3C(=O)N(c4ccccc4)C(=O)[C@H]3CC(=O)[C@H]2[C@H](c2ccccc2)N1S(=O)(=O)c1ccc(C)cc1
4.5	CN(C)c1cccc(CNC(=O)c2csc([C@@H]3O[C@H](CO)[C@H](O)[C@H](O)[C@H]3O)n2)c1
3.4	COc1ccc(Cn2cc(CN3CC(N4CC=CC4)CS3(=O)=O)nn2)cc1 (stereo not drawn)
0.1	O=C1NC[C@H](CCCCN2CCN(CC3CCCCC3)C(=O)C2=O)N(CCC2CCCCC2)C1=O
2.2	CCCCNC(=O)C(NC(=O)c1ccc(-c2ccccc2)cc1)C(=O)c1ccccc1 (stereo not drawn)
-0.5	O=C1NC[C@H](Cc2ccc(O)cc2)N(C[C@@H]2CCCN2C[C@H](Cc2ccc(O)cc2)N2C[C@H](Cc3ccccc3)N(CCc3ccccc3)C(=O)C2=O)C1=O
2.9	COc1ccc(-c2coc3c(C(=O)NCCc4ccccc4)cccc23)c(C)c1
2.5	CC(N)c1csc(Nc2ncccn2)n1 (stereo not drawn)

5 of the entries above in order of their number in phage Ecoli inh, highest first:
phage Ecoli inh	smiles
4.3	COc1cccc(-c2cnc(C(O)c3c(C)cc(C)cc3C)[nH]2)c1 (stereo not drawn)
2.5	CC(N)c1csc(Nc2ncccn2)n1 (stereo not drawn)
2.2	CCCCNC(=O)C(NC(=O)c1ccc(-c2ccccc2)cc1)C(=O)c1ccccc1 (stereo not drawn)
0.2	CC1=C(C(=O)N2CCOCC2)CC(CC(=O)NCCCN(C)C)C(=O)N1CCCN1CCCC1=O (stereo not drawn)
0.1	O=C1NC[C@H](CCCCN2CCN(CC3CCCCC3)C(=O)C2=O)N(CCC2CCCCC2)C1=O
